Bcl-xL primary: inhibitors of human Bcl-xL, primary screen, biochemical, fluorescence polarization, HTS; Bcl-2-like protein 1 (Homo sapiens), Q07817; GST-Bcl-xL / FITC-Bim BH3 peptide fluorescence polarization; inhibition, % at 10.9 µM; hit rate 0.7% among 320,000; AID 2129, 2009;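 active = inhibition above the mean of all tested compounds plus 3 SD, cutoff set per campaign, cut at about 30% in these data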;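 also: 0% = DMSO wells and 100% = unlabeled Bim-BH3 peptide competitor; inhibitors lower millipolarization by displacing the labeled peptide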
Target sequence (Q07817 whole entry, looked up): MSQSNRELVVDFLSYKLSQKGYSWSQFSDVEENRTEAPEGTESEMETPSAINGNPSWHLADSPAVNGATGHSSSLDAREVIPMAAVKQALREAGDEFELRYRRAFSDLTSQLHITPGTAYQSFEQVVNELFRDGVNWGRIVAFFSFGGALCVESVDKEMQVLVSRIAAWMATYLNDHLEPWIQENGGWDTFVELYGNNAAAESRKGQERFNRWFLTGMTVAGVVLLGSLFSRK
MEX-5 binding: MEX-5 zinc finger RNA-binding disruptors – biochemical, C. elegans, fluorescence polarization, MLPCN library, primary screen. MEX-5/FITC-TCR2 RNA binding; stronger effect = lower value. Zinc finger protein mex-5 (Caenorhabditis elegans), Q9XUB2. hit rate 0.38% among 300,000. activity score (negative = inhibition of binding), % at 10 µM;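 active = inhibition past about -25% in most replicates, and total fluorescence under double the plate's negative control median, limit read from the data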;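 also: 0% = DMSO and -100% = 5 µM competing unlabeled TCR2 RNA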
GLD-1 RNA inh: GLD-1/TGE RNA complex disruptors, primary screen, biochemical, fluorescence polarization; purified GLD-1 + fluorescein TGE RNA; AID 2280, 2010; hit rate 0.44% among 320,000; Female germline-specific tumor suppressor gld-1 (Caenorhabditis elegans), Q17339; inhibition, % at 5.96 µM;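 active = percent inhibition above a per-plate cutoff, the plate mean of test compounds plus 3 SD, cut at about 30% in these data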;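 also: 0% = DMSO wells with GLD-1 and probe and 100% = wells lacking GLD-1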
Target sequence (Q17339 whole entry, looked up): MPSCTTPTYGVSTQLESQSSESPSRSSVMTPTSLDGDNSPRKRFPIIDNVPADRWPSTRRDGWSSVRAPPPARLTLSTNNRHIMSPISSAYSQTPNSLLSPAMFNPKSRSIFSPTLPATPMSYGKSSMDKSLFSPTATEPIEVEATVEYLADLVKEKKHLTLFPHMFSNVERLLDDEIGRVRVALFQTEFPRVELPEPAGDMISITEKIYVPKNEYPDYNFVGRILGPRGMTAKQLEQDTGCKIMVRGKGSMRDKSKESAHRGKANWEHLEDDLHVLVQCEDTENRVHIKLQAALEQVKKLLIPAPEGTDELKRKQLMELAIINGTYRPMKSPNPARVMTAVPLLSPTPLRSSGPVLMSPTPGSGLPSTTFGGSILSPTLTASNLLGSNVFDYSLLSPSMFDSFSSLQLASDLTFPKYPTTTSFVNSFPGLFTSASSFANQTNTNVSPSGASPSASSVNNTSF
CIT2 TOR yeast: modulators of CIT2-GFP expression in yeast, primary screen, S. cerevisiae, GFP fusion, multiplex flow cytometry, MLPCN library. AID 2029, 2009. S. cerevisiae CIT2-GFP strain, 3 h; 100 means same as DMSO wells. GFP response vs DMSO, % at 10 µM. hit rate 0.065% among 320,000;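 active = GFP response relative to DMSO above a set limit, near the screen mean plus 3 SD, cut at about 150% in these data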;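 also: ratio of well median GFP fluorescence to mean of DMSO wells on the plate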
GRK2 inh: compounds blocking aptamer binding on GRK2 – biochemical, human GRK2, bead flow cytometry, HTS, primary screen. FAM-aptamer displacement from GRK2. inhibition of aptamer binding, % at 10 µM. hit rate 0.59% among 330,000;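 active = inhibition of aptamer binding above 40%, roughly 3 SD of noise, on plates passing a quality check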;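 also: median bead fluorescence of bound FAM aptamer so fluorescent compounds give negative values; no value below 0 was filed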
Yeast superoxide: reduction of superoxide in aged yeast, primary screen, HTS. S. cerevisiae aged cells, superoxide DHE fluorescence; stronger effect = lower value. superoxide response (% of plate mean), % at 10 µM. hit rate 0.18% among 330,000. AID 2690, 2010;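 active = superoxide response under a set limit, about three screen SD below normal, cut at about 65% in these data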;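 also: yeast aged for seven days with compound at 30 °C before DHE staining; 100% = average MFI of all compound-treated wells on the plate with controls excluded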
MCL1-BIM inh: inhibitors of MCL1 binding to BIM-BH3, primary screen, biochemical, fluorescence polarization | inhibition, % at 10.9 µM | Induced myeloid leukemia cell differentiation protein Mcl-1 (Homo sapiens), Q07820 | hit rate 0.68% among 320,000 | GST-MCL1 / FITC-Bim-BH3 fluorescence polarization;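 active = inhibition above the mean inhibition of all tested compounds plus 3 SD, set per campaign, cut at about 40% in these data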;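 also: 0% = DMSO wells and 100% = unlabeled Bim-BH3 peptide control; higher means more loss of mP so more displacement of Bim peptide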
Target sequence (Q07820 whole entry, looked up): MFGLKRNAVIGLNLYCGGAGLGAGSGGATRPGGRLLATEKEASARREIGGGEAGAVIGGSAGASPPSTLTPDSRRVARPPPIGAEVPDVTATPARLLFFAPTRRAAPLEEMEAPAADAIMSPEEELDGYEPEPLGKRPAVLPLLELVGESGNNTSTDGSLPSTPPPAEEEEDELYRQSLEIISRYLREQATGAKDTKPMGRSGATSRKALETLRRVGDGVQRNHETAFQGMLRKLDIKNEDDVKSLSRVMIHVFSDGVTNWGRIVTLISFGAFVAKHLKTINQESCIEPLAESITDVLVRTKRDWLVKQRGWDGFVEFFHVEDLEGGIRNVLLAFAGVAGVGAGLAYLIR
AGP1 TOR yeast: modulators of AGP1-GFP expression in yeast TOR pathway, primary screen, cell-based, multiplex flow cytometry, S. cerevisiae, MLPCN library; hit rate 0.02% among 320,000; 3 h; GFP as percent of DMSO wells; GFP response vs DMSO, % at 10 µM;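 active = GFP response relative to DMSO above a set limit, near screen average plus 3 SD, cut at about 150% in these data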;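 also: median GFP channel fluorescence of the gated AGP1 strain per well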
VLA-4 inh: inhibition in human VLA-4 binding assay, primary screen, VLA-4 allosteric modulator project, MLPCN library, flow cytometry, VLA-4 expressing cells; Integrin alpha-4 (Homo sapiens), P13612; ligand binding flow cytometry; inhibition, % (about 7 µM as worked out from the volumes in the protocol); hit rate 0.2% among 330,000; in the data active = inhibition above about 50%
* hit, by the source's call; nt = not tested or not shown.

SMILES | Bcl-xL primary | MEX-5 binding | GLD-1 RNA inh | CIT2 TOR yeast | GRK2 inh | Yeast superoxide | MCL1-BIM inh | AGP1 TOR yeast | VLA-4 inh
CCn1c(C(O)c2cccc(OC)c2OC)nc2ccccc21 (centres undefined) | -2 | -1.4 | -1 | 117 | 0 | 95 | -2 | nt | -17
COC(=O)C/C(O)=C(/N=Nc1cccc(C(F)(F)F)c1)C(=O)OC | 1 | -2.7 | 5 | 100 | 1 | 104 | -2 | 105 | -1
COc1ccc(NC(=O)C(=O)NNC(=O)C(C)Oc2ccc(Cl)cc2Cl)cc1 (centres undefined) | 1 | -0.2 | 0 | 122 | 6 | 88 | 8 | 114 | -1
Cc1c(NC(=O)CC(=O)Nc2c(C)n(C)n(-c3ccccc3)c2=O)c(=O)n(-c2ccccc2)n1C | 7 | 0.2 | 3 | 102 | 2 | 104 | 2 | 102 | 9
Cc1ccc(N=C2SC(C(=O)Nc3ccc(OC(F)(F)F)cc3)C(N)=C2C(=O)Nc2c(C)cc(C)cc2C)cc1 (centres undefined) | -2 | nt | 6 | 88 | 4 | 76 | -12 | 92 | 14
Clc1cccc(Cl)c1CSc1nnc(-c2sccc2-n2cccc2)o1 | -1 | -0.3 | 2 | 95 | 1 | 96 | -4 | 102 | 0
Cc1nn(-c2ccccc2)c(C)c1C(=O)NCc1ccc(S(N)(=O)=O)cc1 | -7 | 1.8 | 0 | 105 | 3 | 104 | -10 | 101 | 2
CCOC(=O)c1c(C)n(C)c2cc(Br)c(O)c(O)c12 | 16 | -1.0 | -1 | 89 | 4 | 100 | 6 | 104 | 12
Cc1cccc(N2CCN(c3cc(C)nc4nnnn34)CC2C)c1 (centres undefined) | 13 | 1.2 | -2 | 94 | 3 | 103 | 0 | 102 | 17
COc1ccc(OCc2nc3c4cc(OC)c(OC)cc4nc(=S)n3[nH]2)cc1 | 4 | 0.2 | -1 | 101 | 6 | 108 | 0 | 99 | 1
Cc1cc(O)cc(O)c1C=NCc1ccco1 | 5 | -2.5 | 0 | 116 | 0 | 107 | -1 | 102 | -34
Cc1ccc(OCC(=O)c2cc(C)c(C)cc2C)c([N+](=O)[O-])n1 | 10 | 1.2 | 10 | 98 | 1 | 93 | 11 | 109 | -5
O=C(NCCCn1ccnc1)c1cccc(S(=O)(=O)Nc2ccccc2F)c1 | 1 | -0.9 | -3 | 93 | 0 | 93 | 3 | 97 | -1
Cc1nc2c(C)cccn2c1C(=O)c1ccccc1 | 2 | 0.5 | -2 | 98 | 0 | 94 | 2 | 101 | 30
CC(=O)c1ccc(NC(=O)C(C)NCc2ccc(Cl)cc2)cc1 (centres undefined) | -4 | -0.1 | -6 | 85 | 0 | 95 | 1 | 88 | 17
Cc1ccc(-c2csc(NC(=O)CN3CC(C)OC(C)C3)n2)cc1 (centres undefined) | 5 | -2.3 | 4 | 103 | 0 | 104 | 17 | 103 | 3
Cc1ccccc1NC(=O)CCn1c(=O)oc2ccccc21 | 7 | 4.2 | -3 | 112 | 0 | 138 | 24 | 105 | 7
O=C(Nc1ccccc1C(=O)Nc1nnc(C(F)(F)F)s1)c1ccccc1 | -2 | 1.6 | 8 | 93 | 0 | 110 | 10 | 91 | 16
CCO[C@@H]1OC(C(=O)Nc2ccccc2)=C[C@H](c2coc3ccccc3c2=O)[C@H]1CCCO | 2 | -0.8 | -3 | 124 | 0 | 98 | 2 | 95 | 10
CC(=O)Nc1n[nH]c(-c2ccc(C)cc2)c1C | 3 | -2.1 | 8 | 108 | 3 | 101 | -5 | 102 | 1
N#CCC(=O)Nc1ccccc1C(=O)O | 3 | -2.1 | 3 | 98 | 2 | 110 | 1 | 96 | -10
Cc1cc(=O)oc2cc(OCC(=O)N/N=C/c3ccccc3O)ccc12 | 7 | 1.7 | -5 | 114 | 0 | 94 | 12 | 105 | -10
Cc1ccc(C(=O)c2nccn2C)cc1C | -2 | 1.6 | 5 | 98 | 0 | 113 | 3 | 92 | 13
CCOC(=O)N1CCN(C(=O)c2ccc3c(=O)n(CCc4ccccc4)c(=O)[nH]c3c2)CC1 | -5 | 1.0 | -3 | 99 | 0 | 94 | -1 | 105 | 3
COc1cccc(NC(=O)CSc2nnc(-c3cc(C)[nH]n3)n2N)c1 | -2 | 3.2 | 2 | 101 | 0 | 89 | 3 | 100 | 0
O=C(Nc1ccc(Cl)cn1)c1cccc(OCc2ccccc2)c1 | 6 | -0.3 | -2 | 107 | 3 | 77 | -1 | 98 | 4
O=C(COC(=O)CNC(=O)c1ccccc1F)NC1CC1 | nt | nt | 0 | 111 | 0 | 109 | nt | 100 | 22
CCOC(=O)c1cnc(-n2nc(C)cc2C)nc1N1CC(C)OC(C)C1 (centres undefined) | 3 | 1.6 | 5 | 94 | 1 | 92 | 14 | 101 | 7
Fc1ccc2cnc(-c3ccccc3)c(-c3ccc(C(F)(F)F)cc3)c2c1 | -8 | nt | -2 | 92 | 0 | 100 | -3 | 98 | 6
CC1CCN(C(=O)c2ccc(NS(=O)(=O)c3ccc4[nH]c(=O)[nH]c4c3)cc2)CC1 | 2 | -1.1 | 8 | 95 | 1 | 111 | -1 | 110 | 7

For reference, part of the list above:
SMILES | Bcl-xL primary | MEX-5 binding | GLD-1 RNA inh | CIT2 TOR yeast | GRK2 inh | Yeast superoxide | MCL1-BIM inh | AGP1 TOR yeast | VLA-4 inh
CCn1c(C(O)c2cccc(OC)c2OC)nc2ccccc21 (centres undefined) | -2 | -1.4 | -1 | 117 | 0 | 95 | -2 | nt | -17
COC(=O)C/C(O)=C(/N=Nc1cccc(C(F)(F)F)c1)C(=O)OC | 1 | -2.7 | 5 | 100 | 1 | 104 | -2 | 105 | -1
COc1ccc(NC(=O)C(=O)NNC(=O)C(C)Oc2ccc(Cl)cc2Cl)cc1 (centres undefined) | 1 | -0.2 | 0 | 122 | 6 | 88 | 8 | 114 | -1

Remaining list, next part
SMILES | Bcl-xL primary | MEX-5 binding | GLD-1 RNA inh | CIT2 TOR yeast | GRK2 inh | Yeast superoxide | MCL1-BIM inh | AGP1 TOR yeast | VLA-4 inh
CC1=C(CO)C(=O)OC([C@@H](C)C2CC[C@H]3C4C[C@H]5O[C@]56[C@@H](O)C=CC(=O)[C@]6(C)C4CC[C@]23C)C1 (some centres undefined) | 2 | 0.8 | -2 | 102 | 0 | 133 | -2 | 106 | 30
NNC(=O)[C@H]1C[C@@H]1c1ccccc1 | 0 | 0.9 | -2 | 104 | 3 | 104 | 8 | 104 | 20
COc1ccc(/C(N)=N/OC(=O)Cc2cccs2)cc1 | 3 | -0.2 | 9 | 87 | 0 | 99 | -3 | 92 | 4
Clc1cc(Cl)c2nc(N3CCCCC3)sc2c1 | -3 | -1.1 | 3 | 86 | 3 | 102 | -2 | 94 | 12
Cc1cc(NC(=O)CCN2C(=O)C3C4C=CC(C4)C3C2=O)c2ccccc2n1 (centres undefined) | -3 | -0.9 | 6 | 90 | 8 | 97 | 4 | 93 | 16
Cc1cc(NC(=O)COC(=O)c2ccccc2O)no1 | nt | nt | 4 | 87 | 2 | 115 | nt | 96 | -1
COc1cc(C(=O)O[C@H]2CC(C)=CC[C@@]3(C)CC[C@@](O)(C(C)C)[C@H]23)ccc1O | 7 | 1.4 | 5 | 93 | 0 | 89 | 3 | 94 | 2
CN(C)c1cccc(C(=O)Nc2cccc(S(=O)(=O)NC3=NCCC3)c2)c1 | 3 | 0.4 | 0 | 113 | 1 | 105 | 0 | 96 | 3
CC(C)(C)NC(=O)C(c1ccc(F)cc1)N(CCc1ccccc1)C(=O)c1ccn[nH]1 (centres undefined) | -1 | 2.3 | 4 | 98 | 0 | 102 | -1 | 103 | -6
Cc1nn(CC(=O)NCCCN2CCC(Cc3ccccc3)CC2)c(=O)c2cc(-c3ccccc3)nn12 | 3 | 1.2 | 6 | 100 | 0 | 93 | 1 | 95 | 31
CC(C(=O)Nc1ccc(S(=O)(=O)N2CCCC2)cc1)N(C)Cc1ccc(F)cc1 (centres undefined) | -1 | nt | 4 | 107 | 0 | 100 | -4 | 100 | -5
CN(Cc1nccn1C)C(=O)c1cc(COc2ccc3ncccc3c2)on1 | 5 | -2.8 | 4 | 107 | 2 | 88 | 5 | 108 | -3
O=S(=O)(c1cc(F)ccc1F)N1CCN(c2ncnc3ccccc23)CC1 | nt | nt | 8 | 101 | 0 | 99 | nt | 100 | 3
COc1ccc(OC)c2sc(NC(=O)c3ccc(S(=O)(=O)N4CCOCC4)cc3)nc12 | 0 | 0.8 | 9 | 111 | 0 | 93 | 1 | 108 | -1
O=C(/C=C/c1cccs1)NC(=S)Nc1ccccc1 | 0 | -1.2 | 9 | 95 | 2 | 93 | 3 | 107 | 12
Cc1ccc(-c2noc(CN(C(=O)c3cccs3)C(C)C)n2)cc1 | 6 | 1.0 | 0 | 95 | 13 | 94 | 3 | 104 | 6
CN(CC(=O)Nc1ccc(Br)cc1)Cc1ccccc1 | -1 | -1.3 | -2 | 101 | 1 | 102 | -5 | 96 | 14
O=C(CN1CCC(C(=O)c2ccc3c(c2)OCCO3)CC1)NCc1ccccc1 | 3 | -0.6 | 5 | 102 | 0 | 93 | 5 | 108 | -8
COc1ccc(C(=O)C[n+]2ccc(-c3nnc4n3CCCCC4)cc2)cc1 | 3 | -3.5 | 1 | 96 | 2 | 114 | 13 | 98 | 4
CC(CC(=O)N1CCc2ccccc21)S(=O)(=O)c1ccc2c(c1)NC(=O)CO2 (centres undefined) | 8 | 1.6 | 4 | 97 | 1 | 108 | 8 | 95 | 0
CCOP(=O)(OCC)C(Nc1ccccn1)c1ccc(F)cc1 (centres undefined) | 2 | 2.6 | 5 | 94 | 0 | 96 | 4 | 99 | 11
Cc1ccc(NC(=O)CN(c2cc(C)cc(C)c2)S(=O)(=O)c2c(C)noc2C)nc1 | 0 | -0.3 | 0 | 104 | 2 | 92 | 0 | 103 | 6
Cc1ccc(N2CC(C(=O)Nc3cccnc3)CC2=O)cc1 (centres undefined) | 6 | 1.5 | 5 | 94 | 0 | 90 | 1 | 96 | 7
C/C(=N\NC(=O)c1nnn(-c2nonc2N)c1CN1CCCCCC1)c1ccc(Br)cc1 | 4 | 1.4 | -2 | 107 | 2 | 94 | 9 | 106 | -1
COc1ccc([C@@H]2[C@@H]3C(=O)N(C(C)(C)C)C(=O)[C@@H]3[C@]3(C)C(=O)N(c4ccccc4)C(=O)N23)cc1 | 6 | -2.8 | 2 | 90 | 2 | 99 | 4 | 99 | -25
O=C(O)c1cccc(S(=O)(=O)Nc2ccc(O)cc2Sc2nc3ccccc3s2)c1 | 9 | -2.3 | -4 | 90 | 1 | 94 | 8 | 89 | 20
O=C(Nc1ccc(S(=O)(=O)NCCc2ccccc2)cc1)c1ccncc1 | 5 | 1.2 | -7 | 98 | 1 | 89 | 3 | 95 | -1
O=C(c1ccco1)N1CCN(Cc2nc3ccccc3[nH]2)CC1 | nt | nt | 2 | 108 | 5 | 110 | nt | 114 | 9
c1ccc(-c2nc3ccccc3nc2N2CCOCC2)cc1 | 6 | -0.3 | -5 | 98 | 4 | 96 | -10 | 98 | 14

High-throughput results as filed in PubChem.
